# Bioassay records (PubChem BioAssay)
# PDI turbidity = inhibitors of human PDI, primary screen, biochemical, turbidity, single point, plate reader; inhibition, % at 10 µM; AID 588391, 2011; 0.052% of 350,000 active; PDI insulin aggregation turbidity, A650, 90 min;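 active = mean inhibition across replicates of 30% or more, whatever share of single replicates reach that level; inconclusive = mean inhibition below 30% while every single replicate reaches 30%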;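 note: absorbance from insulin aggregation driven by PDI reduction with DTT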
# Target sequence (P07237 whole entry, looked up): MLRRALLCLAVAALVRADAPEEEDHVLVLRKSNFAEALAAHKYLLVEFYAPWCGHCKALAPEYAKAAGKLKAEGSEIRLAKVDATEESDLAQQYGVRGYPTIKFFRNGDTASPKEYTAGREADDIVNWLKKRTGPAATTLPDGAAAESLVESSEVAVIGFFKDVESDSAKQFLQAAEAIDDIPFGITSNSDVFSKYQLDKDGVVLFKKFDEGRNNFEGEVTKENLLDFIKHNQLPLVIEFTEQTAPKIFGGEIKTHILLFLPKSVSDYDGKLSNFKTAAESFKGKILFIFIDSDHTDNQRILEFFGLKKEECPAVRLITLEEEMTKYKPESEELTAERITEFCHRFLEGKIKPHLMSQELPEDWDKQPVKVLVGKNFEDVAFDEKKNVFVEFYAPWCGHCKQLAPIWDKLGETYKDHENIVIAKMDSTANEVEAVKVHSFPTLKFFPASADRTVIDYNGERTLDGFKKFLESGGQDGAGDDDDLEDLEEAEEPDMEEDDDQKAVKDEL
# CaV13 ICDI inh = Primary screen for inhibitors of IQ motif and Ca2+-dependent inactivation inhibitor domain binding in CACNA1D, Förster resonance energy transfer in living cells, …; HEK cells, CFP/YFP FRET ICDI-IQ, plate reader, 10 min; percent FRET-ratio fall versus neutral wells; inhibition, % at 12.3 µM; 0.098% of 340,000 active; AID 743397;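 active = mean replicate inhibition of at least 30% and at least 1% of replicates passing that level; inconclusive = only one of the two criteria is met; inactive = neither criterion is met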;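 note: 0% = median of the neutral control wells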
# NR2E3 ag-1 = inhibitors of NR2E3-RetCOR corepressor binding, primary screen, NR2E3 agonist project, biochemical, TR-FRET, GST-NR2E3, biotin-RetCOR; AID 2300, 2010; 0.12% of 320,000 active; Photoreceptor-specific nuclear receptor (Homo sapiens), Q9Y5X4; 1536-well; inhibition of corepressor binding, % at 4.78 µM;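 active = percent inhibition above the cutoff of mean plus 3 SD of all tested compounds, set per screening campaign, cut at about 20% in these data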;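 note: 0% = DMSO wells and 100% = biotin wells as full block of FRET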
# Target sequence (Q9Y5X4 whole entry, looked up): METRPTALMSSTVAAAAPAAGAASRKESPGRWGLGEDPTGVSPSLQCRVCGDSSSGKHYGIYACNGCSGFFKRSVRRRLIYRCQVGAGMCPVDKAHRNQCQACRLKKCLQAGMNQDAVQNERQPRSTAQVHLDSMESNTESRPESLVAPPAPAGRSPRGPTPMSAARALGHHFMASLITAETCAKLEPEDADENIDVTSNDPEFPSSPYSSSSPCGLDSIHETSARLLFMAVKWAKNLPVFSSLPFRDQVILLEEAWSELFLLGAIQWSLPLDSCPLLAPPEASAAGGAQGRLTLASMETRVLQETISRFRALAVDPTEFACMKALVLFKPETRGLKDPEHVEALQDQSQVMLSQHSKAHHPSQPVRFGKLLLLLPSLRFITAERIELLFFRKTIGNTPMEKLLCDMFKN
#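 Material – GST-tagged NR2E3 plus biotinylated RetCOR corepressor · Quantity – NR2E3 fusion 1.35 nM · Times – 5 h incubation at 4 °C · Medium – pH 7.5 Tris-based buffer · Technique – TR-FRET, Eu(K)-anti-GST donor, streptavidin-D2 acceptor, ex 340, em 617/671 nm · Benchmarks – high control biotin, low control 0.6% DMSO · Format – 1536-well plates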
# HIF-2a inh = HIF-2a reporter inhibitors, primary screen, luminescence, 786-0 RCC cells; 0.72% of 360,000 active; 786-0 RCC cells HIF-2a reporter, luciferase luminescence, overnight; inhibition, % at 18.8 µM;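 active = inhibition of the luminescence signal of 40% or more relative to plate controls, in a single-dose primary screen at 18.75 µM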
# Exocytosis inh = LAMP-1 surface exposure blockers, TALL-104 cells – cell-based, flow cytometry, MLPCN library, primary screen; TALL-104 LAMP-1 surface exposure; cells stimulated with thapsigargin and PMA; inhibition, % at 10 µM; 0.66% of 360,000 active;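 active = inhibition above about 55%, limit read from the data; inconclusive = no clear call, values can overlap the other calls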
# MITF TRPM1 inh = inhibitors of MITF-dependent TRPM1 promoter reporter, primary screen, cell-based, SK-MEL-5, single point, luciferase | SK-MEL-5 TRPM1 promoter luciferase, 24 h | inhibition, % at 12.5 µM | 0.83% of 330,000 active | AID 488899, 2010;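 active = mean inhibition across replicates of 60% or more, whatever share of single replicates reaches that level; inconclusive = some that reach 60%, reason not given; inactive = mean inhibition across replicates below 60%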; note: values of inactives mirror those of a sister screen read the other way
# Peg3 prom inh = Peg3 promoter-driven luciferase inhibitors, primary screen, cell-based, HeLa, luciferase luminescence; HeLa PEG-Prom luciferase reporter, overnight; inhibition, % at 20 µM; 1.7% of 360,000 active;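 active = inhibition of at least 50% at 20 µM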
# Vif imaging = HIV Vif self-association inhibitors, primary screen, imaging, HEK293T, single point. 0.35% of 340,000 active. HEK293T cells, Vif self-association by quenched fluorescence, 24 h. inhibition, % at 7.49 µM; in the data active = inhibition above about 50%, passing the limit was not always enough; inconclusive = no clear call, values can overlap the other calls; inactive = below about 31%; note: some results filed as inactive read as strong as hits
# aDG glyco up = activators of alpha-DG glycosylation, primary screen, uHTS, Pro5-aDG cells, AlphaScreen | activation, % at 10 µM | alpha-DG glycosylation AlphaScreen (IIH6); 0% Pro5, 100% B10-LARGE cell signal | AID 624168, 2012 | 0.22% of 360,000 active;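 active = activation of at least 8% versus controls, or a plate z-score of at least 8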;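 note: Pro5 are CHO cells carrying HIG-tagged alpha-DG that lacks glycosylation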
# iPSC survival up = enhancers of single-cell hiPSC survival, primary screen, ATPlite luminescence; 100% = ROCK inhibitor wells, 0% = DMSO; survival enhancement, % at 20 µM; 0.044% of 360,000 active; AID 602274, 2012; in the data active = survival enhancement above about 18%;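 note: cells exposed to compounds for 16 hours before the ATP read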
# NR2E3 ag-2 = NR2E3 agonists in two-hybrid cells, primary screen, cell-based, luminescence, CHO-S, Gal4-NCOR/VP16-NR2E3; Photoreceptor-specific nuclear receptor (Homo sapiens), Q9Y5X4; luciferase; inhibition of corepressor binding, % at 3.98 µM; 0.35% of 360,000 active; AID 602229, 2012;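 active = inhibition above the mean of all tested compounds plus 3 SD, cut at about 70% in these data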;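 note: 0% = DMSO with NR2E3 transfected cells and 100% = cells lacking NR2E3 construct; higher means lower luciferase signal from less NR2E3 corepressor binding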
# Active calls of the source: *; ? = inconclusive; . = not tested or not shown.
# Every second line gives: NR2E3 ag-2	Exocytosis inh	HIF-2a inh	iPSC survival up	Vif imaging	MITF TRPM1 inh	NR2E3 ag-1	aDG glyco up	PDI turbidity	Peg3 prom inh	CaV13 ICDI inh
> Cc1cccc(C(=O)OCC(=O)N2CC(C)CC(C)C2)c1C (configuration not stated)
 : -17	4	-53	1.5	1	-23	.	0.0	-8	-51	-11
> COc1ccc(NC(=O)COc2ccc(C(=O)c3ccc(F)cc3)cc2)cc1S(N)(=O)=O
 : -5	2	19	-0.6	-18	7	4	0.0	-5	-3	-3
> Cc1ccc(CC(=O)Nc2ccccc2N2CCOCC2)cc1C
 : -14	-8	16	8.3	-6	3	-1	0.2	-10	18	-6
> Cc1ccc(NC(=O)NCCN2CCCCC2)cc1Cl
 : 2	5	-3	-0.7	2	4	-2	0.3	1	-1	-20
> CC(CN1CCCC1)C(=O)NN (configuration not stated)
 : -11	0	11	1.0	1	5	1	-0.4	-1	9	-4
> Cc1cc(C)n(CCC(=O)Nc2ccc(-c3ccno3)cc2)n1
 : -17	-1	-17	1.2	-1	-2	1	-0.3	-10	-22	-5
> O=C1NC(=S)S/C1=C/c1ccc(OC(=O)c2ccco2)cc1
 : 4	79*	-107	-0.3	-1	-7	2	0.0	1	-59	-2
> CCOC(=O)CN1CC23C=CC(O2)C(C(=O)NC2CCCCC2)C3C1=O (configuration not stated)
 : -15	-2	10	1.0	.	-2	-1	-0.1	16	1	-4
> CC(C)Cn1c(SCC(=O)N2CCN(S(=O)(=O)c3ccccc3)CC2)nc2ccccc21
 : -12	-1	-12	-3.9	0	9	2	0.3	-3	28	-5
> O=C(Nc1cccnc1)c1cc(-c2cccc(Br)c2)nc2ccccc12
 : 9	-18	1	-0.1	-3	1	-1	0.0	2	10	.
> COC(=O)c1cc2ccsc2n1CC(=O)N(C)c1ccccc1
 : 35	-1	17	1.0	18	-7	2	-0.1	8	-5	-5
> N#C/C(=C\c1ccc[nH]1)C(=O)N1CCCCC1
 : -7	-11	-42	-0.3	-2	-19	1	-0.1	1	-19	-5
> COc1ccc(C(CNC(=O)c2ccc(OCc3csc(C)n3)cc2)N2CCCC2)cc1 (configuration not stated)
 : 14	10	-11	-0.5	-4	.	.	-0.2	2	-8	-5
> CNC(=O)c1ccc2cc(OC)c(OC)cc2c1
 : -25	-2	1	-1.1	5	.	.	-0.1	10	-13	-7
> CCCCC(=O)OCCNC(=O)c1cc2ccccc2oc1=O
 : 20	0	4	-1.1	6	-2	-1	0.1	-3	-3	-2
> CSCCC(C(=O)Nc1c(C)cccc1C)N1CCC(Cc2ccccc2)CC1 (configuration not stated)
 : 7	35	-5	2.0	.	.	.	3.9	.	12	-6
> COn1c(=O)c(-c2ccc(C)cc2)[n+]([O-])c2ccccc21
 : -20	2	-34	0.0	5	-2	4	-0.1	2	-27	-2
> COc1ccccc1NC(=O)CCN1CC(C)OC(C)C1 (configuration not stated)
 : -1	2	9	-5.6	0	-7	-1	-0.2	3	17	.
> O=C(CCC1CCCCC1)Nc1ncn[nH]1
 : -9	0	9	-0.5	2	-3	1	0.0	-4	-7	-3
> COc1ccccc1NC(=O)C1=C(C)NC(SCC(=O)Nc2ccc(C(=O)O)cc2)=C(C#N)C1c1cccs1 (configuration not stated)
 : 13	-4	14	-0.7	7	-9	4	-0.1	0	3	-6
> CCSc1ccccc1C(=O)N1CCN(c2ccc([N+](=O)[O-])cc2)CC1
 : 23	-2	13	3.3	-7	18	3	3.4	2	1	-2
> CCOc1cc(NC(=S)NCCCOC)c(OCC)cc1NC(=O)c1cccs1
 : 0	0	15	-0.4	-11	3	3	0.0	-1	9	-5
> CCC(C)(C)NC(=O)c1ccccc1Oc1ccccc1
 : 1	0	8	1.2	3	14	2	0.3	1	2	-11
> O=C(NCc1ccco1)c1ccc2sc([C@@H]3O[C@H](CO)[C@H](O)[C@H](O)[C@H]3O)nc2c1
 : -51	-11	6	-1.8	-6	.	.	-0.1	-1	10	-6
> Cc1cc(NC(=O)CCC(=O)N(CC(=O)NC2CCCC2)c2ccc(Cl)c(Cl)c2)no1
 : 6	-22	9	0.9	-10	-4	1	0.1	-10	5	-2
> O=c1c2ccccc2nnn1Cc1ccc(Br)cc1
 : -24	-2	-26	-0.2	9	-16	1	0.0	-5	-10	-7
> COc1ccc(CC(=O)N2CCN(S(=O)(=O)c3ccc(Cl)s3)CC2)cc1
 : -24	10	16	0.7	-11	1	1	0.0	-78	20	-6
> CC1CCC(NC(=O)CC(NC(N)=O)c2ccccc2Cl)CC1 (configuration not stated)
 : -31	6	-34	-0.6	?	-7	4	-0.1	-8	-23	-4
> CCN1CCCC1CNC(=O)c1cc2c(-c3cccc(OC)c3)nn(C)c2s1 (configuration not stated)
 : 4	5	12	1.4	.	-6	2	0.0	-8	32	-4
> COc1cccc(/C=C/c2ccc3ccccc3n2)c1OC(C)=O
 : -154	1	21	-4.9	-2	40	2	1.0	0	22	-5
> O=S1(=O)c2ccc(Br)cc2OC(COCc2ccccc2)CN1Cc1ccccc1 (configuration not stated)
 : -24	-2	10	5.5	-5	-9	.	0.3	-5	12	-9
> CC1(C)Cc2ccccc2-c2nnnn21
 : -20	-1	11	0.3	0	4	1	-0.2	-1	-2	-10
> O=C(NCc1ccccc1)C1=C[C@@H](c2csc3ccccc23)C[C@@H](OCc2ccc(CO)cc2)O1
 : 28	-14	8	0.9	7	0	1	0.8	-4	39	-10
> Cc1nnc(SCC(=O)N(C2CCCCC2)C2CCS(=O)(=O)C2)n1N (configuration not stated)
 : 3	0	10	-0.4	3	5	-1	0.0	-3	8	-6
> COc1ccccc1-c1nnc(-c2ccc(C)cc2)o1
 : -106	-2	-251	-1.0	-1	-63	2	0.1	21	-252	-5
> N#C/C(=C(/O)c1cccs1)c1nnc2n1CCCCC2
 : -12	-1	0	-0.2	18	-8	5	-0.3	-19	7	2
> CCOC(=O)c1c(-c2ccccc2)nc2ccccn12
 : 0	-1	10	-2.0	-1	6	0	-0.2	1	3	-4
> Cc1ccc(N(Cc2cc(=O)[nH]c3ccccc23)C(=O)C(C)C)cc1
 : 14	-4	13	-0.6	-2	-4	-1	0.0	13	-1	-5
> Fc1ccccc1NC(=S)NN(Cc1ccccc1)c1ccccc1
 : -19	-5	-6	0.0	15	-3	-4	0.0	-1	15	-8
> CCCCN(Cc1nc2ccccc2c(=O)[nH]1)C(=O)c1nn(C)c(=O)c2ccccc12
 : -10	-11	0	-0.6	-8	4	.	-0.1	1	-11	-6
> O=C(COC(=O)c1n[nH]c2ccccc12)c1cccc(Br)c1
 : -17	0	-60	-0.5	-8	-10	0	0.1	2	-14	-9
> CC1(C)CC(=O)C(C2C3=C(CC(C)(C)CC3=O)Oc3c(Br)cc(Br)cc32)=C(O)C1 (configuration not stated)
 : -7	3	-4	-0.6	-20	1	-2	-0.2	1	39	-4
> O=C(C1=C[C@H](c2ccc3c(c2)OCO3)C[C@H](OCCCCO)O1)N1CCN(Cc2ccc3c(c2)OCO3)CC1
 : 0	6	3	-0.6	1	13	3	0.1	4	-16	-11
> Cc1oc2ccccc2c1-c1cn2c(n1)SCC2
 : -22	0	-42	-2.1	-3	7	0	0.2	8	-32	-4
> O=C(Cn1nnc(-c2ccccc2Cl)n1)N/N=C/c1ccc2c(c1)OCO2
 : 5	2	-21	-0.1	.	-3	-3	0.1	-7	-1	-5
> Cn1c(SCC(=O)NC2CCS(=O)(=O)C2)nnc1-c1ccco1 (configuration not stated)
 : 3	6	1	-0.5	3	0	2	-0.1	1	19	-6
> Cc1cccc(C)c1OCc1cc(C(=O)N2CCCC2c2nonc2C)no1 (configuration not stated)
 : -6	-16	-63	-0.1	-8	-4	-4	0.2	1	-36	-5
> O=C1CSC(=S)N1/N=C/c1ccc(O)c(O)c1O
 : -17	2	15	-0.6	9	6	-6	0.0	6	17	.
> Cc1cc(C(=O)Nc2ccc3c(c2)CCC3)ccc1[N+](=O)[O-]
 : -195	-1	-322	-0.7	-3	.	0	-0.1	0	-350	-5
> O=C(COc1ccc(/C=N/NS(=O)(=O)c2ccccc2)cc1)N1CCOCC1
 : 16	0	4	-3.0	2	-2	3	-0.6	-22	-14	-4

# (cont.)
# Every second line gives: NR2E3 ag-2	Exocytosis inh	HIF-2a inh	iPSC survival up	Vif imaging	MITF TRPM1 inh	NR2E3 ag-1	aDG glyco up	PDI turbidity	Peg3 prom inh	CaV13 ICDI inh
> COc1cccc(CNc2nc3cc(-c4cccc(C(F)(F)F)c4)sc3c(=O)n2C)c1
 : 27	-1	-9	2.2	-19	.	.	-0.1	-3	-6	-6
> COc1cccc(NC(=O)CN(C)C(=O)c2ccc3c(c2)CC(c2ccccc2)OC3=O)c1 (configuration not stated)
 : 11	-4	5	0.6	10	6	2	0.1	-3	14	-6
> Cc1ccc(C(=O)NCC(=O)N2CCCCCCC2)cc1
 : -37	1	-93	-0.1	-10	-22	1	0.1	3	-85	-16
> CC(Sc1ncc(C(F)(F)F)cc1Cl)C(=O)NC(N)=O (configuration not stated)
 : -15	4	20	-0.7	4	4	-3	0.2	-6	8	5
> COc1ccccc1C(OC(=O)c1cccs1)C(=O)NCc1ccco1 (configuration not stated)
 : 12	0	21	2.2	19	9	3	0.6	-5	9	-4
> CCN(CC(=O)Nc1ccccc1OC)C(=O)CCc1ccccc1
 : 2	21	8	-0.4	6	8	3	0.0	-7	4	-3
> CC1CCCN(C(=O)c2cc3c(=O)n4ccccc4nc3s2)C1 (configuration not stated)
 : -95	-2	-185	1.2	13	-30	3	-0.1	-5	-206	-7
> CCn1c(C(=O)N2CCC(C(=O)N3CCN(c4ccccn4)CC3)CC2)cc2sccc21
 : -9	12	-1	0.8	.	-3	3	0.0	.	12	12
> CC1=C(C(=O)N2CCCC(N3CCN(c4cccc(Cl)c4)CC3)C2)OCCO1 (configuration not stated)
 : -30	-8	-73	-0.3	3	9	-2	0.2	5	-28	.
> O=C(Nc1ccc(Cn2ccnc2)cc1)c1cccc(C(F)(F)F)c1
 : -28	-2	-52	-0.4	-11	-6	.	-0.1	0	-15	-6
> COc1cccc(-n2nc3c(=S)[nH]nc(C)c3c2C)c1
 : 5	1	3	1.4	-2	-16	5	0.1	6	2	.
